MLL CXXC-DNA inh: blocks binding of human MLL CXXC domain to DNA; Q03164; MLL-CXXC / FITC-HOXA9 DNA fluorescence polarization; Potency, µM (titrated, usually from 115 µM), for inactives: at the highest dose activity change, negative = inhibition, hits mostly inhibitors; 290,000 tested, 0.037% active; AID 2662; active = well fitted inhibition curve with a large enough effect in the polarisation, with a control signal flat, not every such curve was filed as active; inconclusive = small, poorly fitted or top-dose-only effect, or effect the other way, or a change in a side signal; inactive = no such curve, though single readings can be large or run the other way; the % refers to the polarisation
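Fluorescence polarization: 7 uM MLL-CXXC (stock) preincubated 5 min with compounds, then 50 nM fluorescein-HOX-A9 DNA (stock) added; 30 min ambient. Buffer 50 mM Tris-HCl pH 7.5, 50 mM NaCl, 1 mM DTT, 0.05% BSA.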
FLuc modulator: inhibits or activates purified firefly luciferase, miR-21 counter-screen; purified FLuc, Km substrates, luminescence inhibition; Potency, µM (top dose mostly 57.5 µM), for the others: at the highest dose activity change, negative = inhibition, hits mostly inhibitors; 360,000 tested, 6.9% active;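 note: plate controls were vehicle for no effect and reference inhibitor for full effect; nearly all actives have a fitted effect of over 55% in size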
Target sequence (P08659 whole entry, looked up): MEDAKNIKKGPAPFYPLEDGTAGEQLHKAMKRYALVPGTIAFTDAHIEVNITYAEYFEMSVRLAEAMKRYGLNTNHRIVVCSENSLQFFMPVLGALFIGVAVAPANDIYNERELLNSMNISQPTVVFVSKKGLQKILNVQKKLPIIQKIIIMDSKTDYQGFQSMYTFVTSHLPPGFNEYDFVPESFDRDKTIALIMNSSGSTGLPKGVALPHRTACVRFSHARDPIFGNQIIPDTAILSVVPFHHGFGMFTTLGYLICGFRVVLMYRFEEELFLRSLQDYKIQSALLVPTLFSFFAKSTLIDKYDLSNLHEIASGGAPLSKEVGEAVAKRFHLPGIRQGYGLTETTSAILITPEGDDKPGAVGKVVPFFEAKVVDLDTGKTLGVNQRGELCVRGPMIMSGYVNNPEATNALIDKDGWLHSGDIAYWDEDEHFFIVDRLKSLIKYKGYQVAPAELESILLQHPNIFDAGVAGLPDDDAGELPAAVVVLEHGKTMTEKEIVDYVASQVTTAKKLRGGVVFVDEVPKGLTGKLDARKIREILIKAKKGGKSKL
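Purified P. pyralis luciferase (10nM final) with 10uM D-luciferin and 10uM ATP (Km levels) in 50mM Tris acetate pH 7.5, 10mM Mg acetate, 0.01% Tween-20, 0.05% BSA; qHTS 6-point titration, ~60 µM downward; luminescence read.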
MBNL1-CUG inh: inhibitors of human MBNL1 binding to CUG repeat RNA. Q9NR56. TR-FRET MBNL1-His/biotin-(CUG)12 binding, 665/545 ratio. Potency, µM (highest dose often 57.5 µM), for the others: at the top dose activity change, negative = inhibition, hits mostly inhibitors. 280,000 tested, 0.036% active; active = well fitted inhibition curve with a large enough effect in the signal ratio, with a control signal flat, not every such curve was filed as active; inconclusive = small, poorly fitted or top-dose-only effect, or effect the other way, or a change in a side signal; inactive = no such curve, though single readings can be large or run the other way; the % refers to the signal ratio; note: % is set by controls: 0 for no effect and ±100 for the full control effect
Target sequence (Q9NR56 whole entry, looked up): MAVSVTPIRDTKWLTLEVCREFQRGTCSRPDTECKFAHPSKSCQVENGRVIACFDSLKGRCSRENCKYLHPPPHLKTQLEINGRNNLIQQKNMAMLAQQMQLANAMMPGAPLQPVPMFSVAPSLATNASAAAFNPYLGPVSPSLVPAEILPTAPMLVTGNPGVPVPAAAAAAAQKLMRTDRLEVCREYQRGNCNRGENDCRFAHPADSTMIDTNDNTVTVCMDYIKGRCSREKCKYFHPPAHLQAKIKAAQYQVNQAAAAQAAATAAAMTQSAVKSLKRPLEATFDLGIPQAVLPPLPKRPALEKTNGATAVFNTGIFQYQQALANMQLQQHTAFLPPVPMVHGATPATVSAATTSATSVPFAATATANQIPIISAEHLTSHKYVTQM
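TR-FRET between His-tagged MBNL1 and biotin-(CUG)12 RNA, detected with Tb anti-His antibody (0.055 ng/ul) and streptavidin-XL665 (5 nM), 60 min at room temperature. Compounds titrated 92 nM to 58 uM; 665/545 nm ratio normalized to buffer and complex controls.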
RORg inh: blocks mouse ROR gamma transcriptional activity; Potency, µM (titrated, usually from 53.6 µM), for the others: top-dose activity change, negative = inhibition, most hits filed as inhibitors; Drosophila S2 Gal4-RORgamma UAS-luciferase reporter, 20 h; 310,000 tested, 5.4% active; P51450; note: % is set by controls: 0 for no effect and ±100 for the full control effect; nearly all actives have a fitted effect of over 60% in size
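A Gal4/UAS one-hybrid system in insect cells: metallothionein-promoter Gal4–ROR gamma fusion plus Photinus luciferase reporter. Copper sulfate 700 uM final, 20 hr ambient incubation, luminescent detection after 10 min with reagent.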
Rab9 promoter act: activates the Rab9 promoter; Huh7 Rab9 promoter-luciferase reporter, luminescence, 24 h; Potency, µM (highest dose often 9.22 µM), inactives show at the top dose activation, negative = inhibition, hits mostly activators; 320,000 tested, 2.8% active; note: % of control where 0% means no effect; nearly all actives have a fitted effect of over 60% in size
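Promoter activation is measured as luciferase luminescence in Huh7 cells stably transfected with a Rab9 promoter–luciferase construct, following 24 h compound exposure at 37 °C and 10 min reagent incubation at ambient temperature.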
p53 reactivator: mutant p53 re-activation in reporter cells | H1299 p53-A138V BP100-luciferase reporter, luminescence, 24 h | Potency, µM (series often up to 92.2 µM), without a hit: top-dose activity change, positive = activation, hits mostly activators | 320,000 tested, 0.063% active | AID 504706; note: % of control where 0% means no effect; nearly all actives have a fitted effect of over 45% in size
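p53-null H1299 cells stably carrying temperature-sensitive p53-A138V and a BP100-luciferase reporter were pinned with compounds (4-point, 1:5 series) and held 24 hrs at 37 deg C. Luminescence was read 10 min after detection reagent.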
ELG1 genotoxic: genotoxicity induction in ELG1-luciferase HEK293T cells; HEK293T ELG1-luciferase reporter, luminescence, 16 h; Potency, µM (series often up to 46 µM), for inactives: at the top dose activity change, positive = activation, hits mostly activators; 330,000 tested, 1.3% active; note: % of control where 0% means no effect; nearly all actives have a fitted effect of over 60% in size
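Reporter readout depends on ELG1 protein level, which increases with genetic stress. After 16 hr compound exposure at 37 °C, luciferase activity was quantified using ONE-Glo.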
BRCA1 expr up: increases BRCA1 expression; MCF7-BRCA1-FFLuc reporter, luminescence, 48 h; response scale: scaled: vehicle 0%, 10 µM genistein 100%; Potency, µM (doses to about 46.1 µM), inactives show at the highest dose activation, actives largely listed as activators; 380,000 tested, 1.1% active; AID 624202; note: nearly all actives have a fitted effect of over 80% in size; some results filed as inactive show a strong effect at the top dose
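First, MCF7-BRCA1-FFLuc cells (2000/well) attach for 2 h; next, compounds are pin-added and incubated 48 h at 37 °C; finally, luciferase reagent is added and luminescence read after 15 min.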
NPC1 prom act: activates the NPC1 promoter; Huh7 NPC1 promoter luciferase reporter, 24 h; 320,000 tested, 2.4% active; AID 485313; Potency, µM (doses to about 9.22 µM), inactives show top-dose activation, most hits filed as activators;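 note: % of control where 0% means no effect; nearly all actives have a fitted effect of over 60% in size; reporter is driven by a mutant NPC1 promoter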
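Huh7 cells stably carrying NPC1 promoter–luciferase, plated in Opti-MEM with 10% FBS for 2 h, were exposed to compound in DMSO for 24 h at 37 °C; luciferase reagent was added for 10 min and luminescence read.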
VP16 counter: inhibits Gal4-VP16 luciferase reporter, ROR gamma counter-screen. Drosophila S2 Gal4-VP16 UAS-luciferase, luminescence, 20 h. Potency, µM (titrated, usually from 53.6 µM), without a hit: at the highest dose activity, negative = inhibition, hits mostly inhibitors. 310,000 tested, 3.5% active;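 note: Gal4-VP16 expression switched on by copper sulfate through the metallothionein promoter; % is set by controls: 0 for no effect and ±100 for the full control effect; nearly all actives have a fitted effect of over 50% in size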
uPA surface inh: cell surface uPA generation inhibition. cell surface uPA generation assay, qHTS. Potency, µM (titrated, usually from 38.3 µM), inactives show top-dose activity change, negative = inhibition, most hits filed as inhibitors. 330,000 tested, 0.31% active; active = well fitted inhibition curve with a large enough effect; inconclusive = small, poorly fitted or top-dose-only effect; inactive = no such curve, though single readings can be large or run the other way; tested in mouse RAW 264.7 cells; note: % is set by controls: 0 for no effect and ±100 for the full control effect; nearly all actives have a fitted effect of over 55% in size
Numbers without * were called inactive; u = inconclusive; x = not tested or not shown; & = joins results of further samples; [ ] = remark or other dose. Unless noted, calls come from the whole dose curve; as a rule, active = well fitted curve in the direction sought with a large enough effect; inconclusive = small, poorly fitted or top-dose-only effect, or another doubt; inactive = no such curve, though single readings can be large; an effect the other way counts as inactive or inconclusive. Potency is the fitted concentration of half-maximal effect.

SMILES	MLL CXXC-DNA inh	FLuc modulator	MBNL1-CUG inh	RORg inh	Rab9 promoter act	p53 reactivator	ELG1 genotoxic	BRCA1 expr up	NPC1 prom act	VP16 counter	uPA surface inh
Cc1ccc(C(=O)NCCc2ccc(S(N)(=O)=O)cc2)o1	0%	-1%	-2%	-15%	0%	-2%	-1%	-9%	-3%	3%	5%
COc1cc(C(=O)NCCC(=O)NC2CCCCC2)cc(OC)c1OC	-1%	3%	2%	-1%	-8%	-1%	3%	12%	-6%	5%	-1%
Cc1ccc(C(=O)N/C(=C\c2ccc(-c3ccccc3[N+](=O)[O-])o2)C(=O)NCCN(C)C)cc1	u	u	u	7.1µM*	1%	-16%	-4%	-13%	-19%	10µM*	-6%
Cc1ccc(OCC(=O)Nc2ccc3c(c2)C(=O)NC3=O)c(C)c1	12%	3%	-1%	-18%	-3%	-5%	12%	-5%	-5%	-1%	7%
O=C(O)CCC(=O)N(Cc1ccco1)C1CC(=O)N(c2ccccc2)C1=O (stereo not drawn)	0%	-1%	-5%	11%	-2%	-5%	-3%	0%	-3%	-2%	-1%
Cc1cc(C(=O)CN2CCCCC2)c(C)n1-c1ccc(F)cc1	-3%	u	-16%	0%	u	u	13%	92%	u	6%	3%
O=C(c1cccc(S(=O)(=O)N2CCOCC2)c1)N1CCOCC1	-2%	0%	0%	2%	-1%	0%	2%	7%	1%	0%	6%
CC1=C(C(=O)Nc2ccc(CC(=O)NCc3ccc(OC(C)C)cc3)cc2)SCCO1	8%	2.7µM*	-2%	-11%	12%	u	9.2µM*	2%	u	-14%	-83%
O=C(Nc1ccccc1N1CCN(c2ccc(F)cc2)CC1)c1ccccc1	1%	0%[2.3 µM]	17%	12%	0%	-1%	-4%	8%	-1%	-7%	-2%
N#CCSc1nc2ccccc2c(=O)n1CCCC(=O)NCC1CCCO1 (stereo not drawn)	-4%	-1%	2%	26%	-10%	-2%	1%	4%	1%	5%	-3%
CCOC(=O)c1c(-c2ccc(OCC)cc2)csc1NC(=O)CCN1C(=O)c2ccccc2C1=O	-3%	6%	x	5%[10 µM]	-7%	-1%	-7%	x	-7%	-6%	x
CCCn1c2ccc(F)cc2c2nnc(SCCN3CCCCC3)nc21	8%	0%&-1%	u	-14%	-9%	-1%	0%	-21%&-28%	-3%	-2%	-13%
Cc1ccc(C)n1-n1cnc2scc(-c3cccs3)c2c1=O	-2%	2%[2.3 µM]	-5%	-17%	-3%	-1%	2%	0%	0%	7%	-9%
NS(=O)(=O)c1ccc(NC(=O)COC(=O)CCC2CCCC2)cc1	11%	-5%	5%	-2%	-8%	1%	1%	-19%	-1%	3%[10 µM]	0%
Cc1ccc(S(=O)(=O)N2CCN(C(=O)CCCOc3cccc(C)c3)CC2)cc1	x	3%	x	x	0%	1%	-3%	-14%	1%	x	-19%
CC1CN(S(=O)(=O)c2cccc(C(=O)Nc3cc(Cl)ccc3N3CCOCC3)c2)CC(C)O1 (stereo not drawn)	x	4%	x	x	-2%	-12%	-1%	-42%	0%	x	5%
Cc1cc(C)c2nc3c(c(C(=O)O)c2c1)CCC3	-5%	5%[2.3 µM]	-2%	24%	7%	9%	0%	-12%	-3%	5%	1%
O=C(O)c1[nH]c2ccccc2c1C(c1cc(Br)ccc1O)c1c(C(=O)O)[nH]c2ccccc12	-20%	-14%	u	6%	10%	22%	3%	-13%	6%	-9%	-4%
COc1ccccc1OC(C)C(=O)Nc1ccc2c(c1)OCCO2 (stereo not drawn)	-4%	-19%	-5%	-7%	0%	6%	15%	16%	-1%	29%	-3%
CC1=C(C)C(=O)C(CCCCC#CCCCC#CCO)=C(C)C1=O	-5%&8%	u	2%	5%&-13%	-2%[46.1 µM]	-2%	u	-16%	-4%[46.1 µM]	-24%&5%	-20%
COc1cc(OC)c(-c2nn3c(C4CCCCC4)nnc3s2)cc1OC	-6%	-1%	5%	-37%	-9%	-23%	0%	-23%	-8%	-18%	x
COc1ccc(N(C)S(=O)(=O)c2cccc(C(=O)OC(C)C(=O)NC3CCCCC3C)c2)cc1 (stereo not drawn)	x	-1%	x	x	-2%	0%	-9%	-40%	1%	x	u
Cc1cccc(N(Cc2ccccc2)C(=O)c2ccc(C)c(S(=O)(=O)N3CCOCC3)c2)c1	x	1%	x	x	1%	-1%	-9%	-35%	-1%	x	4%
O=C(Cn1cc([N+](=O)[O-])cn1)NCc1ccc(-n2cccn2)cc1	-3%	1%	6%	7%	-5%	1%	0%	3%	1%	-14%	1%
CN(C1CCCCC1)S(=O)(=O)c1ccc(=S)[nH]c1	x	-14%	x	x	5%	7%	-5%	-21%	4%	x	2%
CCOC(=O)C1=C(c2ccccc2)NC(SCC(=O)Nc2ccc(C)cc2)=C(C#N)C1c1ccco1 (stereo not drawn)	0%	-2%	11%	6%	x	x	x	-74%	x	-12%	-4%
COc1ccnc(Oc2ccc(F)cc2)c1C(=O)N/C=N/OCc1ccc(F)cc1Cl	0%	-1%	-2%	-9%	2%	-2%	-5%	-4%	-3%	-8%	8%
Cc1ccc(NC(=O)c2ccccc2-c2ccccc2C(=O)O)cc1	6%	-1%	7%	5%	-1%	-9%	1%	3%	-1%	-12%	5%
COc1cccc(NC(=O)CNS(=O)(=O)c2ccc3nc(C)sc3c2)c1	-1%	-2%	-10%	-2%	-3%	-6%	0%	-9%	-2%	14%	-2%
O=Cc1ccc(N2CCCC2)c([N+](=O)[O-])c1	4%	-2%	u	16%	-3%	1%	1%	4%	-3%	2%	-5%
CC(C)[C@H](NS(=O)(=O)c1ccc(Cl)cc1)C(=O)OCC(=O)c1c(N)n(C)c(=O)n(C)c1=O	x	0%	x	x	2%	-3%	-4%	-10%	1%	x	16%
COc1ccc(OC)c(NC(=O)CN2C(=O)C3(OCCCO3)c3ccccc32)c1	0%	4%	-7%	5%	1%	-5%	1%	4%	-4%	0%	x
Cc1cc(C)nc(NC(=O)NS(=O)(=O)Nc2ccc(Br)cn2)n1	2%	-1%	7%	-31%	2%	-3%	0%	-13%	-1%	-10%	3%
Nn1c(SCC(=O)N2CCCc3ccccc32)nncc1=O	17%	1%	-2%	37%	8%	19%	3%	34%	-1%	12%	-19%
CCN(CC)c1ccc(NC(=O)COC(=O)C2CCN(c3ccc(C(F)(F)F)cn3)CC2)cc1	x	2%	x	x	-2%	6%	4%	-1%	-1%	x	6%
COc1ccccc1NS(=O)(=O)c1ccc(/C=C/C(=O)O)cc1	-5%	1%	4%	15%	11%	1%	3%	-17%	-7%	-8%	3%
Cc1ccc(C2(C(F)(F)F)NC(=O)N3CCN=C3S2)cc1 (stereo not drawn)	2%	-3%	-9%	-9%	-7%	5%	-4%	1%	-3%	-19%	x
Cc1cc(Br)cnc1NC(=S)Nc1ccc(F)cc1F	-1%	-17%	-1%	6.3µM*	-13%	3%	3%	41%	-31%[inhibitor]	u	-5%
Cc1nn(C)c(C)c1/C=N/NC(=O)C(C)(C)Oc1ccc(Cl)cc1	-2%	-2%	-1%	5%	1%	5%	-1%	-14%	-3%	-3%	x
O=C(/C=C/c1ccccc1)Nc1nc(-c2ccncc2)cs1	14%	2.7µM*	7%	-1%	-6%	9%	-1%	4%	1%	4%	-2%
CC(C)NC(=O)NNC(=O)Cn1nnc(-c2cccc(Cl)c2Cl)n1	14%	2%	-3%	32µM*	-7%	-3%	-3%	0%	1%	-30%	6%
CCOC(=O)Nc1ccc2c(c1)N(C(=O)CN1CCN(C)CC1)c1ccccc1CC2	2%	-1%	-12%	-12%	-1%	x	0%	-8%	-1%	17%	3%
CCN1CCC(=NNC(=O)CC23CC4CC(CC(C4)C2)C3)CC1	-3%	-11%	-8%	12%	4%	-11%	-1%	0%	1%	-2%	3%
O=C(Nc1cccc2ncccc12)c1ccco1	-2%	-1%	7%	-7%	-8%	-2%	-30%	2%	5%	-7%	3%
O=C(N/N=C/c1cccs1)c1ccc2ccccc2c1	0%	11µM*	u	4µM*	u	3%	16%	16%	1%	5.6µM*	-10%
Cc1cc(C)c(S(=O)(=O)N2CCN(C(=O)c3ccc4c(c3)OCO4)CC2)c(C)c1	1%	1%	-2%	u	1%	-7%	-14%	-21%	-6%	-4%	-1%
COc1ccc(OC)c(N2C(=O)C(Cl)=C(N3CCCCC3)C2=O)c1	8%	u	29%	-1%	-1%	1%	9%	3%	0%	1%	x
CC(=O)c1cccc(CN2CCC(CO)(CCOc3ccccc3)CC2)c1	4%	9%	4%	-13%	-6%	x	-6%	-4%	-3%	0%	-22%

Source: PubChem BioAssay

Some of the compounds tested, so the mix of outcomes need not match the whole.
